GPR7 antagonist: GPR7 receptor antagonists, primary screen, cell-based, fluorescence, single concentration | Neuropeptides B/W receptor type 1 (Homo sapiens), P48145 | GPR7-expressing cells, fluorescence antagonist assay | inhibition, % at 4.4 µM | hit rate 1.1% among 290,000 | AID 1861, 2009; in the data active = inhibition above about 16%, passing the limit was not always enough;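 also: cells stimulated with the agonist NPW; 0% = agonist with vehicle and 100% = vehicle without agonist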
Target sequence (P48145 whole entry, looked up): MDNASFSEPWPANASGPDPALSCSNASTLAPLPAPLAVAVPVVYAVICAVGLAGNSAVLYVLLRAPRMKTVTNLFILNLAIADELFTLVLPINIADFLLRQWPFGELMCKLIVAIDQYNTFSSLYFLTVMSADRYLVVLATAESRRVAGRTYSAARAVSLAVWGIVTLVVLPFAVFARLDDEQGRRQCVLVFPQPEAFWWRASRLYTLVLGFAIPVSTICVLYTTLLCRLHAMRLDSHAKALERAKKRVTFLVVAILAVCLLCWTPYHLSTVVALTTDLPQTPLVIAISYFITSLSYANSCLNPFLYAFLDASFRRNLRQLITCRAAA
OXTR ag: human OXTR agonists, primary screen, fluorescence, CHO-OTR cells, Fluo-8 calcium | Fluo-8 calcium fluorescence; normalized: DMSO 0%, oxytocin 100% | AID 2435, 2010 | hit rate 0.32% among 320,000 | activation, % at 3 µM;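 active = activation above the mean of all tested compounds plus 3 SD, cutoff set per screening run, cut at about 20% in these data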;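 also: peak over basal fluorescence ratio from a 100 s FLIPR kinetic read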
Target sequence (P30559 whole entry, looked up): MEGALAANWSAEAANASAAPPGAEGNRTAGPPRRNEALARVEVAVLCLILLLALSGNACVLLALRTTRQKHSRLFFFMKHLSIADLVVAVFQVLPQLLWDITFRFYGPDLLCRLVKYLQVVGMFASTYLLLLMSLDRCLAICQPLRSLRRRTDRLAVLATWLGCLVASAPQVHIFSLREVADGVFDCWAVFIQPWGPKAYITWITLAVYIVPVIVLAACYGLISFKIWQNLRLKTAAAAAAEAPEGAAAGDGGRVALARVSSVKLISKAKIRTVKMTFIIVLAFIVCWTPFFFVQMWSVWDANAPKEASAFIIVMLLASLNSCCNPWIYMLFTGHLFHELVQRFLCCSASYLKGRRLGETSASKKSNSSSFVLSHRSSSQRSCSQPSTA
V1aR counter: agonists of human V1a receptor, primary screen, counter-screen for OXTR agonist project, fluorescence, CHO-V1R cells; activation, % at 3 µM; Fluo-8 calcium fluorescence, agonist mode; 0% DMSO, 100% 3 nM vasopressin; hit rate 0.25% among 320,000; Vasopressin V1a receptor (Homo sapiens), P37288;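 active = activation above the mean activation of all tested compounds plus 3 SD, per screening run, cut at about 20% in these data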;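 also: signal is peak over basal fluorescence ratio across a 100 second FLIPR read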
TAAR1 antagonist: human TAAR1 antagonists, primary screen, Fluo-8 calcium fluorescence, CHO RD-HGA16 cells; Trace amine-associated receptor 1 (Homo sapiens), Q96RJ0; antagonist; inhibition, % at 3 µM; hit rate 1.5% among 360,000; AID 624466, 2012;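 active = inhibition above a per-plate cutoff, the mean inhibition of test compounds on that plate plus 3 SD, cut at about 49% in these data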;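 also: 0% = DMSO plus EC80 beta-PEA response and 100% = DMSO alone without agonist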
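Test system – hTAAR1-expressing CHO RD-HGA16 cells, Gα16-coupled · Reagent – β-PEA at EC80 concentration, post-compound challenge · Compound dosing – 3 µM, single point · Timing – 140 s kinetic read after compound, 140 s after agonist · Detection – Fluo-8 intracellular calcium dye fluorescence, real-time kinetic reads · Control set – DMSO and EC80 PEA controls · Repeats – n of 1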
CHO-K1 Ca antag: counter-screen for M1 antagonists: effect in parental CHO-K1 cells; inhibition, % at 3 µM; ATP-induced calcium, Fluo-8 fluorescence; hit rate 0.6% among 360,000; AID 602250;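 active = inhibition above a per-plate cutoff, the plate's mean sample inhibition plus 3 SD, cut at about 24% in these data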;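 also: 0% = DMSO plus EC80 ATP and 100% = DMSO alone without ATP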
M1 ag parental: counter-screen for M1 agonists: effect in parental CHO-K1 cells | Fluo-8 calcium fluorescence; scaled to maximal ATP response, vehicle zero | activation, % at 3 µM | hit rate 0.48% among 360,000 | AID 602248, 2012; in the data active = activation above about 15%;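 also: untransfected CHO-K1 host cells lacking M1 receptor as counterscreen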
OXTR potentiator: human OXTR potentiators, primary screen, fluorescence, CHO-OTR cells, Fluo-8 calcium. hit rate 0.061% among 320,000. Oxytocin receptor (Homo sapiens), P30559. Fluo-8 calcium fluorescence, potentiator mode; 0% = oxytocin EC15, 100% = EC100. activation, % at 3 µM;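 active = activation above that plate's cutoff, the mean activation of tested compounds plus 3 SD, cut at about 6.6% in these data, passing the limit was not always enough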;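 also: 100% uses oxytocin at 75 nM as the full agonist control; some results filed as inactive read as strong as hits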
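Assay system: CHO cell line stably expressing human OTR | Also added: Oxytocin at about EC15, sub-maximal agonist stimulus | Times: Compound 6 min at room temperature before oxytocin, 100 s read | Measured by: Fluo-8 intracellular calcium fluorescence, ex 470-495, em 515-575 nm | Controls: EC15 oxytocin alone as 0%, 75 nM oxytocin as 100%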
CHO-K1 Ca PAM: nonselective calcium activators in parental CHO-K1 cells, primary screen, counter-screen for M1 PAM project, cell-based, Fluo-8 calcium fluorescence, full deck, 1536-well; AID 602247, 2012; ATP EC20; 0% at ATP EC20, 100% at ATP max; hit rate 0.02% among 360,000; activation, % at 3 µM;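 active = activation above the run cutoff, the mean activation of all test compounds plus 3 SD, cut at about 40% in these data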;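 also: peak over basal fluorescence ratio in a 140 s read after ATP addition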
CHO parental Ca: ATP-evoked calcium signal inhibitors, parental CHO, primary screen, counter-screen for OX1R antagonist project, cell-based, fluorescence, Fluo-8 calcium dye; parental CHO-K1, ATP-induced calcium, Fluo-8 fluorescence; inhibition, % at 5.6 µM; hit rate 0.63% among 330,000;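 active = inhibition above that plate's mean sample inhibition plus 3 SD, cut at about 26% in these data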;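 also: 0% = ATP-challenged DMSO wells and 100% = DMSO wells without ATP; some compounds past the cut are filed as inactive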
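test system = CHO parental line | reagent = ATP stimulus | measured by = intracellular calcium via Fluo-8 no-wash fluorescent dye | control set = ATP and no-ATP DMSO wells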
The depositor's hits bear a star; / = not tested or not shown. Some of the compounds tested, so the mix of outcomes need not match the whole.

SMILES	GPR7 antagonist	OXTR ag	V1aR counter	TAAR1 antagonist	CHO-K1 Ca antag	M1 ag parental	OXTR potentiator	CHO-K1 Ca PAM	CHO parental Ca
COc1cccc(O)c1CN1CCCC(C(=O)c2ccccc2SC)C1 (centres undefined)	8	1.6	1.1	6	-9	1.3	-6	-9	-29
Cn1cc(CCC(=O)N2CCC3(CC2)OCCO3)c2ccccc21	-6	-1.7	-0.3	9	-9	0.1	-1	18	-12
CCCCCCn1c(O)c(C=Nc2ccccc2N2CCOCC2)c(=O)[nH]c1=S	-14	0.9	5.6	-29	-7	0.3	-3	12	-4
COc1ccc2c3c1OC1C(=O)CC[C@@]4(O)[C@@H](C2)N(C)CC[C@]314 (some centres undefined)	/	1.4	1.3	0	-10	0.0	-2	5	1
CCOC(=O)c1nc2ccccc2c(=O)n1-c1cccc(C)c1	-5	-0.7	-0.9	0	-2	0.2	-6	15	-1
COc1ccc(CN(CCc2c[nH]c3ccccc23)Cc2ccc(OC)cc2)cc1	/	/	/	12	-19	0.0	/	7	/
OCc1cnc[nH]1	-8	-0.4	0.1	-9	36*	-0.5	-3	-7	2
Clc1cccc(C2NCc3ccccc3-n3cccc32)c1 (centres undefined)	-7	-1.6	-0.6	-22	7	0.1	-2	-3	-3
COC(=O)C1=C(c2c(C)noc2C)C[C@@H]2CC[C@H]1N2C(=O)NCCOc1ccccc1	/	0.8	0.1	22	-3	-0.2	6	6	-19
COc1ccc(CCNCc2ccncc2)cc1OC	-1	0.3	-0.4	-4	-24	0.6	-1	23	7
Oc1ccc(Br)cc1CN1CCN(c2ccccc2)CC1	1	-1.2	-0.5	-8	-15	1.6	-6	24	-7
CCOC(=O)c1c(-c2ccccc2)oc2ccc(OC(=O)N(C)C)cc12	-14	-1.9	-0.1	-2	-6	3.4	2	23	11
NC(=O)c1ccc(N)nc1	/	/	/	-12	4	-0.1	/	-8	/
C/C(=N\N1CCN(C)CC1)c1c(O)n(Cc2ccccc2)c(=O)[nH]c1=O	-11	1.0	2.2	7	17	-0.4	1	-2	1
CN(C)c1ccc(C=C2C(=O)NC(=S)NC2=O)cc1	/	/	/	2	-12	0.5	/	15	/
CC(C)n1c(O)c(C=NCc2cccnc2)c(=O)[nH]c1=S	-13	0.3	0.2	-16	-13	1.3	-7	12	-18
C[C@@H]1NCCc2cc(O)c(O)cc21	/	-0.1	0.1	-26	-3	0.3	-2	13	-9
COC(=O)C1=C(c2ccc3ccccc3c2)C[C@@H]2CC[C@H]1N2C(=O)NCc1ccc(F)cc1	/	-1.8	-1.1	-8	-16	0.2	-8	16	-14
S=P(N1CCOCC1)(N1CC1)N1CC1	/	/	/	-4	-6	-0.3	/	-16	/
COc1ccc(-n2c(-c3ccc(C)cc3)nc3ccccc3c2=O)cc1	-17	-2.6	-0.9	-12	2	0.9	-8	10	-44
Cc1nc(CCl)cc(=O)[nH]1	-5	1.4	1.1	8	12	-0.3	-1	-13	-7
CCN(CC)C(=O)c1ccc(NC(=O)CCCSc2ccccc2)cc1	-7	8.0	4.4	-1	-13	10	-6	-5	-12
CNC(=S)N1CC2CC(C1)c1cccc(=O)n1C2 (centres undefined)	-4	-0.7	3.5	-7	-8	0.3	-2	17	-1
Cc1c(C(c2ccc(F)cc2)c2c(O)c3ccccc3oc2=O)c(=O)n(-c2ccccc2)n1C (centres undefined)	-5	-2.4	-2.0	-21	-11	-0.8	4	23	-4
COC(=O)C(O)(c1ccc(NC(=S)NC(=O)c2ccc(Cl)cc2Cl)cc1)C(F)(F)F (centres undefined)	33*	19	18	54*	7	5.0	-11	-7	20

Compounds above containing an NH in an aromatic ring:
SMILES	GPR7 antagonist	OXTR ag	V1aR counter	TAAR1 antagonist	CHO-K1 Ca antag	M1 ag parental	OXTR potentiator	CHO-K1 Ca PAM	CHO parental Ca
CCCCCCn1c(O)c(C=Nc2ccccc2N2CCOCC2)c(=O)[nH]c1=S	-14	0.9	5.6	-29	-7	0.3	-3	12	-4
COc1ccc(CN(CCc2c[nH]c3ccccc23)Cc2ccc(OC)cc2)cc1	/	/	/	12	-19	0.0	/	7	/
OCc1cnc[nH]1	-8	-0.4	0.1	-9	36*	-0.5	-3	-7	2
C/C(=N\N1CCN(C)CC1)c1c(O)n(Cc2ccccc2)c(=O)[nH]c1=O	-11	1.0	2.2	7	17	-0.4	1	-2	1
CC(C)n1c(O)c(C=NCc2cccnc2)c(=O)[nH]c1=S	-13	0.3	0.2	-16	-13	1.3	-7	12	-18
Cc1nc(CCl)cc(=O)[nH]1	-5	1.4	1.1	8	12	-0.3	-1	-13	-7

Later entries
SMILES	GPR7 antagonist	OXTR ag	V1aR counter	TAAR1 antagonist	CHO-K1 Ca antag	M1 ag parental	OXTR potentiator	CHO-K1 Ca PAM	CHO parental Ca
COc1ccc(-c2nn(CCC#N)cc2C(=O)Nc2ccccc2)cc1OC	-13	-0.4	0.9	-11	-7	0.7	-7	4	-5
Cc1cc(N(CCCl)CCCl)ccc1C=NNC(=O)Cc1cc(=O)oc2cc(O)ccc12	/	/	/	-28	-6	-0.4	/	2	/
O=C1CCN(C(=O)CCCn2c(=O)oc3ccccc32)CC1	-10	3.4	1.1	0	-21	0.8	1	24	-5
CCOc1ccc(-c2cc(C)[n+](CCO)c(-c3ccc(OCC)cc3)c2)cc1	-2	1.4	0.6	14	-16	1.9	-2	25	10
Cc1nnc2ccc(-c3cccc(C(F)(F)F)c3)nn12	/	-2.4	-1.4	3	2	-0.5	5	2	-15
CN(C)C1(CNC(=O)Cc2ccccc2F)CCCCC1	-4	0.7	-0.9	-3	-10	0.5	-1	-24	-10
CCCCCCNC(=O)N[C@@H](Cc1ccc(O)cc1)C(=O)NCCC[C@H]1CN2C(=NC[C@H]2C)N1CC1CCC1	/	-0.1	0.3	/	/	/	-11	/	1
C[C@]12CCC3C(CC[C@H]4C[C@@H](O)CC[C@]34C)C1C[C@@H](O)C2=O (some centres undefined)	/	1.7	1.2	4	-6	2.0	-5	5	4
CS(=O)(=O)c1ccc(C2=C(CNC(=O)c3ccc([N+](=O)[O-])cc3)[C@H]3CC[C@@H](C2)N3CCOc2ccccc2)cc1	/	/	/	-23	-1	-0.4	/	-10	/
CCC1(C(=O)c2ccccc2)C2c3ccccc3OC(=O)C21C(C)=O (centres undefined)	-7	-2.4	-1.1	-16	0	0.1	-9	-3	-20
CC(N)Cc1ccccc1Sc1ccc(O)cc1 (centres undefined)	23	4.8	3.8	/	/	/	-8	/	-3
COCOC1CCC2C3CCC4=CC(=O)CCC4=C3C=CC12C (centres undefined)	/	/	/	4	-14	1.7	/	23	/
Cc1ccsc1C(=O)C1CCCN(Cc2cnc(N)nc2)C1 (centres undefined)	11	0.1	-0.4	2	-5	0.9	-6	19	-12
Cc1ccc(N2C(=O)NC(=O)/C(=C\C=C\c3ccco3)C2=O)cc1C	-8	4.3	4.5	35	13	1.4	-4	-11	-3
O=C(c1cc(F)ccc1F)C1CCCN(CCCc2ccccc2)C1 (centres undefined)	-12	-1.1	-0.5	9	4	-0.2	3	-2	-20
Cc1nn(Cc2ccccc2Cl)c(Cl)c1C(=O)O	-13	0.2	0.5	-19	-10	0.1	-13	6	-5
CCOC(=O)c1cccc(C2=C(CNC(=O)c3ccc([N+](=O)[O-])cc3)[C@H]3CC[C@@H](C2)N3Cc2ccccc2)c1	/	/	/	-11	-10	0.5	/	5	/
Nc1ccc(S(=O)(=O)N2CCCCC2c2cccnc2)cc1 (centres undefined)	-14	0.8	0.1	6	0	1.0	-7	15	8
Cc1cc(C)cc(NC2=NCCCS2)c1	0	-0.8	1.3	-9	-13	0.7	-11	10	-15
CCCN1CCC2(CC1)NC(CO)(CO)CO2	1	0.6	2.4	5	4	-0.2	-4	1	-9
CC(=C1C(=O)c2ccccc2C1=O)N1CCN(CCN=Cc2c(O)n(C)c(=O)n(C)c2=O)CC1	-10	-2.3	-0.8	-18	-5	-0.3	2	1	-15
CC(=O)Nc1ccc(OC(=O)N(C)C)cc1	7	1.0	-0.8	17	-3	0.0	-12	15	-9
O=C1CC(c2ccccc2)CC(O)=C1C=NCCN1CCN(C(=O)Cc2ccccc2)CC1 (centres undefined)	-2	0.0	-0.2	10	-4	0.8	-8	13	-10
COc1ccc2cc(C(=O)C3CCCN(C4CCOCC4)C3)ccc2c1 (centres undefined)	4	1.8	0.8	-8	-12	2.2	-3	10	-36
Cn1c2ccccc2c2cnn(CC(=O)N3CCC4(CC3)OCCO4)c(=O)c21	4	0.0	0.8	/	/	/	0	/	-4
CC1CN(C)C(C)(C)CC1(O)c1ccccc1 (centres undefined)	-5	1.6	-0.5	4	-12	0.0	-4	5	-8
Cn1c(O)c(/C=C2\C=Nc3ccc(Br)cc32)c(=O)n(C)c1=O	4	6.4	0.8	0	12	0.7	-15	-20	1
COC[C@]12CN(C)C3C4[C@H](OC)[C@H]1C3([C@@H](OC)C[C@H]2O)[C@@H]1C[C@@]2(O)[C@H](OC(=O)c3ccccc3)[C@@H]1[C@]4(OC(C)=O)[C@@H](O)[C@@H]2OC	/	0.8	0.5	/	-1	0.1	0	10	-12
FC(F)(F)c1cccc(NC2=NCCS2)c1	/	/	/	6	-2	3.7	/	13	/
O=c1[nH]c(=S)n(-c2ccc(Br)cc2)c(O)c1C=Nc1ccc(N2CCOCC2)cc1	-6	7.8	7.4	9	7	4.3	-2	8	-14

Screening results deposited in PubChem BioAssay by The Scripps Research Institute Molecular Screening Center.
